HCV inh: HCV inhibition | Huh7.5.1 HCVcc-Cre infection, luciferase reporter, 44 h | 340,000 compounds, 3.4% hits | AID 651820 | Potency, µM (series often up to 41.8 µM), for inactives: at the highest dose activity change, negative = inhibition, usual class: inhibitors; also: potency is read from the fitted curve at half-maximal effect
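Luciferase read-out (15 sec integration) after a 15 min room-temperature substrate step quantifies HCVcc-Cre infection. Cells, 1,000 per well, had compound added 4 h post-plating, then virus at ~0.5 moi, and were cultured 44 h.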
HCMV antiviral: inhibitors of human cytomegalovirus | 410,000 compounds, 4.5% hits | HFF cells, HCMV-luciferase reporter, 72 h; stronger effect = lower value | activity change, negative = inhibition, % at 57.5 µM; in the data active = activity change below about -60%; inconclusive = no clear call, values can overlap the other calls; inactive = above about -39%
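After 16 h attachment at 37C, HFF cells received test compound and HCMV-luciferase (1 PFU/cell); reporter luminescence read 72 h later, data normalized against buffer-only and known inhibitor Salinomycin.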
AMA1-RON2 inh: disrupts binding of P. falciparum AMA1 to RON2; 360,000 compounds, 0.2% hits; Potency, µM (titrated, usually from 58.2 µM), for inactives: at the highest dose activity change, negative = inhibition, hits mostly inhibitors; AlphaScreen AMA1-biotinylated RON2 peptide binding; AID 720542;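 also: potency is read from the fitted curve at half-maximal effect; 0% = vehicle wells and -100% = peptide control; nearly all actives have a fitted effect of over 45% in size; some results filed as inactive show a strong effect at the top dose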
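AMA1 (3D7) with his tag at 25 nM final met compounds first, then biotinylated RON2 peptide at 25 nM; detection used donor plus acceptor beads, 10 µg/mL apiece, read by AlphaScreen after 30 min at room temperature.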
Giardia FBPA inh: Giardia lamblia aldolase inhibition; purified Giardia FBPA; Potency, µM (highest dose often 59.6 µM), without a hit: at the highest dose activity, negative = inhibition, actives largely listed as inhibitors; 290,000 compounds, 0.71% hits; also: potency is read from the fitted curve at half-maximal effect; nearly all actives have a fitted effect of over 55% in size
Target sequence (A8B2U2 whole entry, looked up): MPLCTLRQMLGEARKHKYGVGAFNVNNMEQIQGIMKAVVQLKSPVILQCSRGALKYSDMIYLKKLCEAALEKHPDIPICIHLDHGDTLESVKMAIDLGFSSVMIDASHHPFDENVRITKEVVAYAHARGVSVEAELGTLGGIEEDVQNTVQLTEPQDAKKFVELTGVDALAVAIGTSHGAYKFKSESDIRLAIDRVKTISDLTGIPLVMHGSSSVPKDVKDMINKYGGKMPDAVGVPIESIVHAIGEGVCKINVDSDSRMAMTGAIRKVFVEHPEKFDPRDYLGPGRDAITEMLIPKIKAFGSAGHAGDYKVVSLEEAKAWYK
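40 nM FBPA preincubated 10 min at RT with compound (up to 57.5 uM final), then substrate plus GAPDH/TPI/NAD/arsenate coupling and diaphorase/resazurin added. Fluorescence read after 20 min at RT, 525/598 nm.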
AmpC detergent: inhibitors of E. coli AmpC beta-lactamase with detergent | AID 485294 | P00811 | AmpC hydrolysis of nitrocefin, absorbance 480 nm, 0.01% Triton | 370,000 compounds, 0.041% hits | Potency, µM (top dose mostly 114 µM), inactives show at the top dose activity change, negative = inhibition, most hits filed as inhibitors;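 also: potency is read from the fitted curve at half-maximal effect; 0% = no-compound wells and -100% = no-enzyme wells; nearly all actives have a fitted effect of over 25% in size; some results filed as inactive show a strong effect at the top dose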
Target sequence (P00811 whole entry, looked up): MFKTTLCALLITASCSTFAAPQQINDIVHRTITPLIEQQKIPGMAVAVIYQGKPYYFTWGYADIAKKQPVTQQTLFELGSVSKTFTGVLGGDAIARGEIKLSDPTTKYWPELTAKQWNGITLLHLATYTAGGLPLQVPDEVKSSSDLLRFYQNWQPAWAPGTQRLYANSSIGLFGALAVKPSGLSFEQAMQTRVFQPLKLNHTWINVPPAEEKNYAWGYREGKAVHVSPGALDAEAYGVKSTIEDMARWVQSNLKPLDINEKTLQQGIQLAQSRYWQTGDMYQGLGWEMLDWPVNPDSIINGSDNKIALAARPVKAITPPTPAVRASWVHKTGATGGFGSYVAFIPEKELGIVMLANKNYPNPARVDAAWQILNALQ
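AmpC (5.3 nM in the dispensed reagent) in 20 mM phosphate pH 7.0 with 0.01% (detergent screen) or 0.0001% Triton X-100 was preincubated with compounds for 15 min at room temperature. Nitrocefin was then added from an 800 uM solution, and hydrolysis was followed at 480 nm.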
Sm TGR block: S. mansoni TGR enzyme inhibition | Q962Y6 | purified TGR, DTNB reduction, TNB absorbance 405 nm | Potency, µM (titrated, usually from 114 µM), inactives show at the top dose activity change, negative = inhibition, hits mostly inhibitors | 360,000 compounds, 3% hits; also: potency is read from the fitted curve at half-maximal effect; nearly all actives have a fitted effect of over 60% in size
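TGR 20 nM + NADPH 100 uM (dispensed conc.), cpd preinc 15 min RT; start with NADPH (500 uM addition) then DTNB (15 mM addition). Kinetic TNB absorbance, 405 nm filter. Four-parameter Hill fit across titration.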
An asterisk follows results filed as active; ? = inconclusive; . = not tested or not shown; & = joins results of further samples; [ ] = dose if it differs, or a comment. Unless noted, calls follow the shape of the dose curve; as a rule, active = well fitted curve in the direction sought with a large enough effect; inconclusive = small, poorly fitted or top-dose-only effect, or another doubt; inactive = no such curve, though single readings can be large; an effect the other way counts as inactive or inconclusive. Unless noted, % is scaled to controls: 0 for no effect and ±100 for the full control effect.

cpd	Compound	HCV inh	HCMV antiviral	AMA1-RON2 inh
1	COc1ccccc1CC(=O)Nc1ccc(OC)c(OC)c1	4.6%	-1.4	-19.0%
2	COc1ccccc1CCNC(=O)c1ccc(NC(=O)CC2SC(N3CCCCC3)=NC2=O)cc1 (stereo unspecified)	?	2.7	-4.9%
3	O=C(COC(=O)c1ccc(Cl)cc1)NC1CCCCCC1	9.3%	-8.2	-0.8%[11.6 µM]
4	Cc1nn(Cc2c(F)c(F)c(F)c(F)c2F)c(C)c1NC(=O)c1cccc(COc2ccccc2Cl)c1	?	81.5	-0.3%
5	C=CCNc1nnc(Cl)c2ccccc12	3.2%	?	-4.4%
6	O=C(Nc1ccc2ccccc2n1)c1ccccc1Br	?	158.0	0.7%
7	COc1ccc(C(=O)COC(=O)CCc2nc3ccccc3[nH]c2=O)cc1Br	2.9%	-29.0	-1.6%
8	CCOC(=O)c1sc(NC(=O)/C=C/c2ccccc2)nc1C	-17.4%	-18.0	-7.6%
9	O=C(CNC(=O)c1ccco1)OCC(=O)c1ccc(Cl)cc1Cl	-2.6%	-22.6	15.2%
10	O=C1CCCC2=C1CC(C(=O)OCc1ccccc1)C(=O)N2Cc1ccccc1 (stereo unspecified)	4.7%	-11.4	26.9%

cpd	Giardia FBPA inh	AmpC detergent	Sm TGR block
1	4.9%	?	2.2%
2	.	2.9%	8.3%
3	.	6.2%	16.2%
4	0.8%	-9.7%	-19.0%
5	?	1.5%	-5.6%
6	-12.1%	1.2%	-2.4%
7	0.9%	-2.8%	-1.9%
8	6.1%	-11.0%	-9.8%
9	-1.9%	-10.6%	2.4%[57.1 µM]
10	.	.	.

New compounds follow.
cpd	Compound	HCV inh	HCMV antiviral	AMA1-RON2 inh
11	CCC(=O)NC(c1cc(Cl)c2cccnc2c1O)C(C)C (stereo unspecified)	.	-95.6*	.
12	Cc1ccccc1CNC(=O)c1ccccc1C(=O)O	-22.9%	-2.4	0.0%
13	CCOC(=O)C1CN(S(=O)(=O)c2ccccc2)CCN1S(=O)(=O)c1ccccc1 (stereo unspecified)	-11.7%	9.6	-4.4%
14	COc1ccc(N2CC(C(=O)N/N=C/c3cc([N+](=O)[O-])ccc3O)CC2=O)cc1 (stereo unspecified)	-2.6%	-5.6	32.8%[activator]
15	CCOC(=O)C1CCCN(C(=O)Cn2cnc3sc(C)c(S(=O)(=O)N4CCOCC4)c3c2=O)C1 (stereo unspecified)	0.8%	-4.2	21.4%
16	Cc1ccccc1NC(=O)COC(=O)C1(C)CC1(Cl)Cl (stereo unspecified)	11.6%	-7.5	-0.5%
17	Cc1ccc(C(=O)Nc2nc(=O)n(C(=O)c3ccccc3Cl)s2)cc1	10.7%	81.7	7.3%
18	O=C(CN1C(=O)c2ccccc2C1=O)Nc1ccc2c(c1)OCO2	7.0%	-0.6	-4.0%
19	Cc1cccc(N(CC(=O)NCC2CCCO2)C(=O)CCC(=O)Nc2nccs2)c1 (stereo unspecified)	10.6%	8.5	9.3%
20	O=C(Nc1ccc(F)cc1F)c1c(C(F)(F)F)ccnc1Oc1cccc(C(F)(F)F)c1	-1.2%	11.7	10.7%

cpd	Giardia FBPA inh	AmpC detergent	Sm TGR block
11	.	-5.3%&5.5%	-5.9%&-17.3%
12	5.8%	-2.0%	-0.6%
13	0.6%	-0.1%	-23.8%
14	12.6%	3.6%	-3.4%
15	-23.7%	-8.7%	0.9%
16	-1.5%	-7.8%	0.9%
17	?	0.0%	0.0%
18	-12.0%	-4.1%	4.8%
19	.	3.2%	9.3%
20	1.1%	-3.7%	-11.2%

Next structures.
cpd	Compound	HCV inh	HCMV antiviral	AMA1-RON2 inh
21	CO/N=C/NC(=O)NOCc1ncc(C(F)(F)F)cc1Cl	7.1%	-28.3	4.4%
22	O=C(Nc1ccc([N+](=O)[O-])cc1)Nc1ccc2[nH]c(=O)[nH]c2c1	-14.1%	?	-13.4%
23	O=C(Nc1ccnn1C1CCN(Cc2ccccc2OCCO)CC1)c1cccc(F)c1	-14.9%	17.6	1.8%
24	Cc1cccc(C)c1NC(=O)Cn1nc(C)n2cccc2c1=O	16.0%	-11.6	-8.8%
25	O=C(CC1Sc2ccccc2NC1=O)Nc1cccc(-c2nnc3n2CCCCC3)c1 (stereo unspecified)	0.8%	17.7	15.9%
26	Cc1ccc(-c2csc3ncnc(NCCC(=O)O)c23)cc1	6.0%	-21.8	10.0%
27	CCCc1nnc(NC(=O)CCC(=O)O)s1	12.9%	-2.9	12.3%
28	CCOC(=O)c1ccccc1NC1(c2ccc(OC)cc2)C(=O)c2ccccc2C1=O	.	6.1	.
29	CCN(CC)CCCN1C(=O)C(=O)/C(=C(/O)c2ccc3c(c2)OCCO3)C1c1ccc(C)o1 (stereo unspecified)	.	-2.6	.
30	NS(=O)(=O)c1ccc(CNC(=O)c2ccc3c(=O)n4c(nc3c2)CCC4)cc1	-0.9%	15.5	10.4%

cpd	Giardia FBPA inh	AmpC detergent	Sm TGR block
21	1.3%	-10.8%	-17.4%
22	-16.2%	-0.3%	-16.2%
23	.	3.0%	8.1%
24	5.9%	6.0%	5.6%
25	2.9%	-18.5%	-27.5%
26	-12.6%	-12.8%	0.0%
27	8.2%	?	-1.0%
28	.	15.9%	4.3%
29	-0.4%	?	50.1µM*
30	.	?	0.9%

Other compounds follow:
cpd	Compound	HCV inh	HCMV antiviral	AMA1-RON2 inh
31	Cc1cc(OC(C)C(=O)NC2CCN(Cc3ccccc3)CC2)c2c(C)cc(=O)oc2c1 (stereo unspecified)	?	.	-2.5%
32	COc1ccc(NC(=O)CS(=O)(=O)c2cn(CC(=O)N(C(C)C)C(C)C)c3ccccc23)c(OC)c1	-5.8%	-1.6	6.7%
33	O=C(Cn1cccc1C(=O)c1ccccc1)NCc1ccc2c(c1)OCO2	14.3%	21.8	-7.3%
34	O=C(NCc1ccc(F)cc1)Nc1cccc([N+](=O)[O-])c1	?	-28.0	-4.3%
35	Cc1cc(C)n2nc(SCC(=O)N(CCC#N)c3ccccc3F)nc2n1	-0.2%	-0.6	4.4%
36	O=C(CSc1nc(=O)n2ccccc2n1)N1N=C(c2cccs2)CC1c1ccc(F)cc1 (stereo unspecified)	?	-14.1	-5.1%
37	O=C1CC(N2CCC(n3c(=O)[nH]c4ccccc43)CC2)C(=O)N1Cc1ccccc1 (stereo unspecified)	-25.3%	-27.8	38.1%[activator]
38	CC(C)OC(=O)C(C)Oc1ccc(C(=O)NCCc2ccccc2)cc1 (stereo unspecified)	10.8%	3.8	-1.2%
39	Cc1ccc2nc(SCC(=O)O)nc(C)c2c1	11.0%	48.8	2.4%
40	COc1ccc(C(=O)CCc2ccccc2)cc1	11.2µM*	?	53.5%[activator]

cpd	Giardia FBPA inh	AmpC detergent	Sm TGR block
31	.	1.7%	4.6%
32	.	-5.5%	-0.8%
33	22.2%	3.8%	26.8%
34	1.7%	0.9%	.
35	.	-3.2%	-1.7%
36	.	?	-3.7%
37	5.2%	4.3%	-32.5%
38	-0.1%	3.8%	-22.7%
39	-3.9%	-12.5%	8.4%
40	3.2%	?	4.1%

Next part:
cpd	Compound	HCV inh	HCMV antiviral	AMA1-RON2 inh
41	CC(C)CNC(=O)c1cccc(NC(=O)CCc2ccccc2)c1	?	-32.4	2.4%
42	Cc1ccc2c(c1)N(C(=O)CCC(=O)NCCCN1CCOCC1)CC(C)O2 (stereo unspecified)	10.9%	-64.6*	11.1%
43	COCCNC(=O)c1cc2nc(-c3ccccc3)cc(C)n2n1	?	22.1	12.4%
44	Cc1cc(C)cc(NC(=S)Nc2ccc(Cl)c(Cl)c2)c1	-16.6%	-68.4*	54.8%[activator]
45	CCOC(=O)CSc1nc(N2CCOCC2)c2c(c1C#N)CC(C)(C)OC2	-27.3%	16.8	-1.6%
46	CCOc1ccc(N2CSC3=C(C#N)C(c4ccco4)CC(=O)N3C2)cc1 (stereo unspecified)	0.1%	18.6	-5.0%
47	CC(=O)Nc1cccc(NC(=O)Nc2ccc(C(C)=O)cc2)c1	?	62.9	31.6%[activator]
48	COC(=O)c1cccc(S(=O)(=O)N(Cc2ccco2)Cc2cc3cc(OC)ccc3[nH]c2=O)c1	?	12.9	-9.9%
49	C/C(=N\NC(=O)C(O)c1ccccc1)c1ccc(Cl)s1 (stereo unspecified)	-12.2%	-25.1	-2.5%
50	Cc1ccc(Cl)cc1N1CCN(C(=O)c2cn(CC(C)C)c(=O)c3c2c2ccccc2n3C)CC1	.	18.6	.

cpd	Giardia FBPA inh	AmpC detergent	Sm TGR block
41	-1.6%	-4.4%	0.7%
42	1.5%	-11.6%	8.5%
43	-1.7%	4.2%	5.6%
44	-19.9%	?	-7.4%
45	6.4%	-3.0%	-5.9%
46	7.92µM*	1.8%	25.1µM*
47	-16.2%	-8.3%	0.1%
48	-8.3%	6.1%	28.2µM*
49	2.8%	-3.6%	-3.9%
50	.	18.3%	-0.6%

(list continues)
cpd	Compound	HCV inh	HCMV antiviral	AMA1-RON2 inh
51	OC(COCc1ccccc1)CN1CCN(c2ccccc2F)CC1 (stereo unspecified)	3.7%	13.1	2.8%
52	O=C(CN1C2=NCCN2c2ccccc21)c1ccc2c(c1)OCO2	-18.0%	-17.3	0.0%
53	COc1ccc(S(=O)(=O)N2CCC(Cc3ccccc3)CC2)cc1NC(C)=O	?	44.5	-4.1%
54	COc1cccc(NC(=O)CN(C)C(=O)Cc2c(C)nc3ccccc3c2C)c1	?	0.0	-3.8%
55	COC(=O)c1ccc(NC(=O)CSc2nc3ncccc3[nH]2)cc1	2.6%	32.1	-2.5%
56	CN(C)CCCn1c2c3ccccc3ccc2c2oc(=O)c3ccccc3c21	?	-91.8*	-10.1%
57	O=C(NCCCN1CCOCC1)c1cn(-c2ccccc2)nc1-c1ccc(F)cc1	-20.5%	-10.4	7.9%

cpd	Giardia FBPA inh	AmpC detergent	Sm TGR block
51	-0.8%	?	13.6%
52	-13.3%	-8.8%	0.0%
53	1.0%	3.2%	5.2%
54	.	1.9%	0.6%
55	0.0%	-1.9%	-22.2%
56	.	.	.
57	.	.	.

A draw from above in order of length of the SMILES, high to low:
cpd	Compound	HCV inh	HCMV antiviral	AMA1-RON2 inh
54	COc1cccc(NC(=O)CN(C)C(=O)Cc2c(C)nc3ccccc3c2C)c1	?	0.0	-3.8%
52	O=C(CN1C2=NCCN2c2ccccc21)c1ccc2c(c1)OCO2	-18.0%	-17.3	0.0%
51	OC(COCc1ccccc1)CN1CCN(c2ccccc2F)CC1 (stereo unspecified)	3.7%	13.1	2.8%

cpd	Giardia FBPA inh	AmpC detergent	Sm TGR block
54	.	1.9%	0.6%
52	-13.3%	-8.8%	0.0%
51	-0.8%	?	13.6%

Screening results (PubChem)
